BCR signal inh = blocks chronic active B-cell receptor signaling. ABC-DLBCL IkBa-CBG/CBR reporter, luminescence ratio, 4 h. Potency, µM (doses to about 46.1 µM), inactives show top-dose ratio change, negative = lower green/red ratio, most hits filed as inhibitors. actives 0.05% (n = 340,000); active means well fitted inhibition curve with a large enough effect in the signal ratio, with a control signal flat, not every such curve was filed as active; inconclusive means small, poorly fitted or top-dose-only effect, or effect the other way, or a change in a side signal; the % refers to the signal ratio;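 further: potency means the concentration at half of the fitted maximal effect; plate controls were basal doxycycline-induced cells for no effect and cells given 10 µM MG132 for full effect; MG132 reads +100%, hits lower the ratio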
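TMD8 ABC-DLBCL cells carrying doxycycline-inducible green luciferase fused to IkappaBalpha plus unfused red luciferase were exposed to compounds (up to 46 uM) for 4 hrs at 37C. Activity came from the overlap-corrected green/red luminescence ratio.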
uPA surface inh = inhibitors of cell surface uPA generation. Potency, µM (series often up to 38.3 µM), for inactives: top-dose activity change, negative = inhibition, usual class: inhibitors. cell surface uPA generation assay, qHTS. actives 0.31% (n = 330,000); active means well fitted inhibition curve with a large enough effect; inconclusive means small, poorly fitted or top-dose-only effect; inactive means no such curve, though single readings can be large or run the other way; tested in mouse RAW 264.7 cells; further: potency means the concentration at half of the fitted maximal effect; nearly all actives have a fitted effect of over 55% in size
Giardia killer = Giardia lamblia killing; Giardia lamblia trophozoite viability; activity change, % at 7.66 µM, hits read low; actives 0.15% (n = 340,000); AID 540267; in the data active means activity change below about -80%; inconclusive means between about -30% and that limit;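 further: parasites exposed to compound for two days anaerobically before the ATP read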
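Killing of trophozoites was scored by loss of ATP luminescence after a 48 hrs anaerobic exposure to compounds at 37 deg C, using 100 cells per well.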
KCNH2 WT inh = KCNH2 (human, wildtype) channel inhibition. Q12809. U2OS, BacMam KCNH2, thallium flux FluxOr; stronger effect = lower value. activity change, % at 1.84 µM. actives 0.37% (n = 340,000). AID 720551;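 active means maximum activity change below -70%; inconclusive means maximum activity change between -70% and -50%; inactive means maximum activity change above -50%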
Target sequence (Q12809 whole entry, looked up): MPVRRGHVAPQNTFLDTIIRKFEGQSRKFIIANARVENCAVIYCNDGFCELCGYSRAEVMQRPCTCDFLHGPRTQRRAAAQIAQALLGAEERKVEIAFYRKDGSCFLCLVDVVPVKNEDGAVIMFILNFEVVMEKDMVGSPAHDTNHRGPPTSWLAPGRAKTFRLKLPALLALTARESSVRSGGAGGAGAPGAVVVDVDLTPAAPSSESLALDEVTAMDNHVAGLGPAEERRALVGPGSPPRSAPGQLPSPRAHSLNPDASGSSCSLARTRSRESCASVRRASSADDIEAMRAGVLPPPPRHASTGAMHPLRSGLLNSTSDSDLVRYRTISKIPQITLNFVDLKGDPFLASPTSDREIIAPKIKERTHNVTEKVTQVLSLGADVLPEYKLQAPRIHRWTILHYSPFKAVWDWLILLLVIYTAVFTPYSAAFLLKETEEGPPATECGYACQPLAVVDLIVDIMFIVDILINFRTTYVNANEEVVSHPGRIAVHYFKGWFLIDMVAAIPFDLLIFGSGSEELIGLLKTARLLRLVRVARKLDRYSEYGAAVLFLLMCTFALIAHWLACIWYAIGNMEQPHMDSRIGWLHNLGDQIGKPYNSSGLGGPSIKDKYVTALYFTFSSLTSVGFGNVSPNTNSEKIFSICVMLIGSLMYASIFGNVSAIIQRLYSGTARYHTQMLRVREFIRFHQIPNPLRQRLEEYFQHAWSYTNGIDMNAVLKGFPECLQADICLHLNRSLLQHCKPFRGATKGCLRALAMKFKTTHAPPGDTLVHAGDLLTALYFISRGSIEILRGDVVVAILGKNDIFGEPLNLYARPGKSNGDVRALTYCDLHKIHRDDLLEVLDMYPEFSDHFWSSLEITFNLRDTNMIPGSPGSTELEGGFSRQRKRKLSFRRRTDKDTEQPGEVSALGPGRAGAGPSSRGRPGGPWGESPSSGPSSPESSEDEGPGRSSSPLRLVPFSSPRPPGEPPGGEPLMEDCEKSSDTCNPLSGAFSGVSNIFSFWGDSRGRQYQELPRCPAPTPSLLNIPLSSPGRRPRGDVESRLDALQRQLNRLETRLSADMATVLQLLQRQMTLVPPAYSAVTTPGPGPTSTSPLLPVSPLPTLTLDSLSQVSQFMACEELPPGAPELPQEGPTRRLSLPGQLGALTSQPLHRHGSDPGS
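U2OS cells transduced with wild-type KCNH2 virus are loaded with FluxOr dye for 45 min, and thallium flux is measured in kinetic reads before and after stimulation buffer. Rate constants are normalized to DMSO controls.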
PKM2 act = PKM2 (human) enzyme activation; actives 0.34% (n = 260,000); P14618; AID 1631; purified PKM2, Kinase-Glo ATP luminescence, activation; response scale: 0% is enzyme alone, no compound; Potency, µM (highest dose often 57.5 µM), inactives show top-dose activation, actives largely listed as activators; further: potency means the concentration at half of the fitted maximal effect; nearly all actives have a fitted effect of over 55% in size
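Purified hPK-M2 (>95% pure) converted ADP (0.1 mM final) to ATP with 0.5 mM PEP in 50 mM imidazole pH7.2, KCl, MgCl2, Tween 20, BSA; 1 h at room temperature. ATP detected by Kinase-Glo luminescence.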
USP2a inh = inhibitors of human ubiquitin-specific protease USP2a | Potency, µM (series often up to 38.3 µM), for the others: at the highest dose activity change, negative = inhibition, most hits filed as inhibitors | USP2 core, Ub-CHOP2 coupled fluorogenic reporter, 485/531 | AID 463254 | actives 0.01% (n = 330,000);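 further: potency means the concentration at half of the fitted maximal effect; plate controls were DMSO wells for no effect and full inhibition by NEM control for full effect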
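Deubiquitinase activity read as fluorescence (485/531 nm) after Ub-CHOP2 cleavage activates the enterokinase reporter on its substrate; USP2 core 10nM, Ub-CHOP2 and substrate 25nM each, 30min compound preincubation then 60min RT; data normalized to NEM, curves fitted.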
B2AR arrestin = recruits beta-arrestin to the human beta2-adrenergic receptor | Potency, µM (doses to about 46.1 µM), inactives show top-dose activation, usual class: activators | actives 0.02% (n = 330,000) | P07550 | beta-arrestin recruitment to beta2AR, cell-based reporter;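 further: potency means the concentration at half of the fitted maximal effect; 0% = DMSO controls and full agonism = EC100 isoproterenol or metaproterenol; nearly all actives have a fitted effect of over 65% in size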
Eya2 inh = inhibitors of human Eya2 phosphatase activity. recombinant Eya2, OMFP fluorescence dephosphorylation (OMFP is methylfluorescein phosphate). Potency, µM (doses to about 76.9 µM), inactives show at the top dose activity, negative = inhibition, hits mostly inhibitors. actives 0.006% (n = 330,000). AID 488837; further: potency means the concentration at half of the fitted maximal effect
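Eya2 protein (added as 0.2 uM solution) was preincubated with compound for 10 min at ambient temperature in 50 mM HEPES pH 7.5, 50 mM NaCl, 5 uM MgCl2, 0.05% BSA, 1 mM DTT. OMFP (added at 50 uM) then reacted 10 min; fluorescence read at 485/525 nm.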
GALK inhibitor = galactokinase (human) inhibition; P51570; Purified GALK, Kinase-Glo residual ATP luminescence; Potency, µM (top dose mostly 57.5 µM), for inactives: at the highest dose activity change, negative = inhibition, actives largely listed as inhibitors; actives 0.007% (n = 270,000); AID 1868; further: potency means the concentration at half of the fitted maximal effect
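The enzyme phosphorylates galactose (100 uM) using ATP (35 uM); inhibition is detected as higher residual ATP, quantified by bioluminescence after 1 h reaction at room temperature, pH 8.0.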
KCNH2 3.1 block = inhibitors of human KCNH2 3.1 potassium channel isoform. U2OS KCNH2 3.1, thallium flux FluxOr; stronger effect = lower value. activity change, % (tested at about 1.8 µM). actives 0.95% (n = 340,000);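 active means maximum activity change below -70%; inconclusive means maximum activity change from -70% to -50%; inactive means maximum activity change above -50%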;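 further: thallium influx rate constant from kinetic fluorescence after stimulation buffer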
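Measured as rate of thallium-driven FluxOr signal in transduced U2OS cells carrying the 3.1 channel, read kinetically for 2 min upon stimulation; values are rate constants scaled to DMSO control wells.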
Coupling enz = inhibits coupling enzyme system, counter-screen for aldolase hits | coupling enzyme system counterscreen, AmpLite Red fluorescence | activity change, negative = inhibition, % at 58.2 µM, hits read low | actives 0.67% (n = 290,000) | AID 2472; in the data active means activity change below about -30%
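Coupling enzymes only (glyceraldehyde-3-phosphate) + compound, at 57.5 uM final, 10 min RT; add substrate/coupling/AmpLite Red mix, 20 min RT; fluorescence ex 525/em 598 nm. Actives flag coupling-system interference.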
Active calls of the source: *; ? = inconclusive; / = no result given; & = joins results of further samples; [ ] = remark or other dose. Unless noted, the call rests on the fitted dose curve; in most records, active means well fitted curve in the direction sought with a large enough effect; inconclusive means small, poorly fitted or top-dose-only effect, or another doubt; inactive means no such curve, though single readings can be large; an effect the other way counts as inactive or inconclusive. Unless noted, on the % scale 0 is the no-effect control and ±100 the full control effect.

SMILES,BCR signal inh,uPA surface inh,Giardia killer,KCNH2 WT inh,PKM2 act,USP2a inh,B2AR arrestin,Eya2 inh,GALK inhibitor,KCNH2 3.1 block,Coupling enz
COc1cc(C2C(C(C)=O)=C(O)C(=O)N2CCN2CCOCC2)ccc1O (stereo unspecified),3.9%,6.4%,-5.2,2.5,7.4%,8.6%,0.2%,21.9%,3.1%,-26.6,1.1
Cc1ccc2cccc(OCc3ccc(F)cc3)c2n1,4.3%,-0.2%,19.8,-1.9,-0.9%[11.5 µM],-1.6%,-0.2%,6.2%,6.5%,2.4,0.8
COc1ccccc1C(=O)NCc1ccncc1,1.7%,9.4%,-0.9,3.4,-4.7%,0.8%,-0.5%,-4.9%,-3.2%,14.8,0.1
CC(=O)COc1ccccc1OC(=O)c1ccco1,?,/,1.4,0.2,6.9%,7.5%,0.3%,-6.6%,0.3%,6.3,1.9
Cc1nc(CC(C)C)cc(C(=O)N2CCCC(CNS(=O)(=O)c3cccs3)C2)n1 (stereo unspecified),?,1.0%,15.7,2.3,6.8%,8.8%,0.4%,2.0%,1.4%,6.4,0.2
CCCCCCc1nc2ccccc2c(=O)n1NC(=O)c1c(O)c2cccc3c2n(c1=O)CCC3,-8.4%,/,/,/,-7.2%,-5.7%,0.4%,-9.4%,-0.1%,/,1.0
COc1ccc(N2CCN(C(CNC(=O)c3ccco3)c3ccco3)CC2)cc1 (stereo unspecified),?,0.1%,-0.9,0.6,/,1.5%,-1.0%,3.9%,/,14.6,/
COc1ccc(N2CCN(C(c3cccs3)C(C)NC(=O)C(=O)N3CCCCC3)CC2)cc1 (stereo unspecified),-0.6%,-2.6%,22.2,3.2,7.6%[0.46 µM],-0.7%,-0.4%,-1.2%,1.0%,19.4,3.8

Complete entries, quoted from the list. Order of values: BCR signal inh	uPA surface inh	Giardia killer	KCNH2 WT inh	PKM2 act	USP2a inh	B2AR arrestin	Eya2 inh	GALK inhibitor	KCNH2 3.1 block	Coupling enz
Listed for COc1ccc(N2CCN(C(CNC(=O)c3ccco3)c3ccco3)CC2)cc1 (stereo unspecified) → ?	0.1%	-0.9	0.6	/	1.5%	-1.0%	3.9%	/	14.6	/
Listed for COc1ccccc1C(=O)NCc1ccncc1 → 1.7%	9.4%	-0.9	3.4	-4.7%	0.8%	-0.5%	-4.9%	-3.2%	14.8	0.1

Further structures
SMILES,BCR signal inh,uPA surface inh,Giardia killer,KCNH2 WT inh,PKM2 act,USP2a inh,B2AR arrestin,Eya2 inh,GALK inhibitor,KCNH2 3.1 block,Coupling enz
Cc1ccc(NC(=O)N2CCc3ccccc3C2)c(C)c1,3.7%,1.0%,20.7,-3.7,-0.5%,0.9%,13.2%,11.7%,-1.1%,3.0,-2.0
COc1ccc(C2=NOC(CNC(N)=S)C2)cc1 (stereo unspecified),?,-22.8%,-11.0,23.8,-9.7%,4.1%,0.1%,-16.9%,-0.3%,17.6,1.5
Cc1ccc(-c2csc(N(CC3CCCO3)C(=O)c3ccco3)n2)cc1 (stereo unspecified),-7.3%,0.1%,-12.0,13.5,-0.8%,0.2%,0.1%,1.0%,/,5.9,-1.1
COc1ccc(C2CC(=O)c3cnc(NC(=O)c4ccccc4)nc3C2)cc1OC (stereo unspecified),?,11.7%,-14.6,-16.2,-5.4%,0.8%,-0.4%,4.5%,2.3%,-3.6,-5.1
COC(=O)C1=C(NC(=O)c2cccs2)CCS1,7.2%,/,/,/,0.1%,-0.5%,0.3%,?,-1.1%,/,2.9
FC(F)(F)c1ccc(-c2noc(CN3CCCN(C4CCCCC4)CC3)n2)cc1,0.7%,10.1%,-7.0,-44.6,-9.0%,0.4%,0.5%,-7.4%,4.9%,-93.5*,-0.2
COc1cc(OC)c(OC)cc1CNC(=O)c1cccc(S(=O)(=O)N2CCc3ccccc3C2)c1,-22.1%,?,2.5,-29.8,/,-1.2%,0.5%,14.3%,/,-2.0,/
COc1ccccc1NC(=O)CSc1nn2c(=O)c(C)nnc2s1,?,13.7%,11.6,3.6,-2.1%,3.3%,0.2%,4.5%,-1.0%,1.9,/
O=C(Cc1ccc(Cl)cc1)NCCS(=O)(=O)N1CCN(c2ccccc2F)CC1,?,?,-14.8,4.2,/,-1.1%,-0.3%,-8.7%,/,20.2,/
COc1cc(OC)c2c(=O)c(OC)c(-c3ccc(OC)c(OC)c3)oc2c1,?,-10.4%,-8.1,1.6,-0.7%,3.0%,-0.1%,-7.9%,-3.7%,6.1,0.6&4.0
O=C(NC1CCCC1)C(c1cccs1)N(C(=O)c1ccco1)c1ccc2c(c1)OCCO2 (stereo unspecified),-1.8%,9.5%,-9.0,-1.4,-4.9%,1.4%,0.1%,14.6%,-2.6%,-2.1,0.3
CCOC(=O)/C(C#N)=C/Nc1ccsc1C(=O)OC,-8.1%,-1.9%,11.9,-5.7,5.3%,-1.7%,?,-1.6%,/,8.6,3.3
COc1cccc(N2CC(C(=O)Nc3nnc(SCc4ccccn4)s3)CC2=O)c1 (stereo unspecified),-7.0%,13.8%,1.6,-8.3,18.2%,0.0%,-0.5%,-13.3%,0.3%,-2.9,1.1
CCc1nnc(NC(=O)C2CCN(c3ncnc4sc(C)c(C)c34)CC2)s1,-3.9%,-3.6%,-1.2,1.1,/,-0.8%,-0.3%,3.4%,/,2.4,/
CC1CN(Cc2nc3c(c(=O)[nH]c(=O)n3C)n2CCN2CCOCC2)CC(C)O1 (stereo unspecified),1.4%,/,-24.0,-24.6,2.5%,4.4%,0.0%,-2.6%,0.3%,5.9,1.1
O=C(CNc1cccc(S(=O)(=O)N2CCCC2)c1)Nc1cccc(C(F)(F)F)c1,-0.3%,1.4%,2.6,4.9,/,0.8%,0.5%,0.6%,/,1.3,/
O=C(NC(Cc1cccc(F)c1)C(=O)O)C1CCCCC1 (stereo unspecified),7.7%,0.5%,6.1,-14.4,/,6.0%,0.1%,1.2%,/,3.2,/
COc1ccccc1NC(=O)Nc1nc(CC(=O)N2CCN(c3ccc(F)cc3)CC2)cs1,?,-5.2%,-15.4,-1.9,/,2.5%,0.1%,-1.3%,/,1.6,/
COc1ccc(Cc2nnc(NS(=O)(=O)c3ccccc3)s2)cc1,6.9%,2.6%,-2.6,6.6,0.4%,1.5%,-0.6%,2.7%,3.0%,-4.2,10.2
C[C@H]1CN([C@@H](C)CO)C(=O)Cc2cc(NC(=O)Cc3ccccc3)ccc2O[C@H]1CN(C)C(=O)Nc1cccc2ccccc12,0.1%,-0.9%,-10.9,-18.0,/,0.3%,0.2%,10.8%,/,-7.2,/
COC(=O)c1c(C)[nH]c(C(=O)CN2C(=O)C3CC=CCC3C2=O)c1C (stereo unspecified),?,2.3%,0.2,5.7,/,-0.6%,0.2%,-1.1%,/,10.2,/
O=C(NCC(c1cccnc1)N1CCOCC1)Nc1ccccc1 (stereo unspecified),-0.1%,2.1%,-1.6,4.7,-0.3%,6.6%,0.2%,5.1%,0.9%,-2.2,0.5
Cc1c(NC(=O)C2CCN(S(=O)(=O)c3ccccc3)CC2)c(=O)n(-c2ccccc2)n1C,1.1%,2.6%,-0.6,3.2,-0.3%,-0.2%,-0.5%,-15.0%,-1.4%,7.6,3.3
CN(C)c1ccc(CNC(=O)CN(C)S(=O)(=O)c2cccc3cccnc23)cc1,-24.8%,8.0%,5.6,-0.8,7.1%,4.0%,0.2%,29.3%,0.3%,-1.6,-11.0
COC(=O)C1=CN(c2ccc(OC)cc2)C=C(C(=O)OC)C1c1cccc(F)c1,4.1%,-9.9%,-4.0,-2.4,-4.6%,-1.3%,-1.8%,9.4%,1.1%,6.7,-5.1
Cc1nn(CCC#N)c(C)c1Oc1ccccc1O,?,1.5%,-9.8,5.3,-0.3%,6.4%,0.4%,-0.6%,0.9%,3.1,1.7
COc1ccccc1CNC(=O)CSc1nnc2c(Cl)cc(C(F)(F)F)cn12,2.2%,10.8%,22.5,5.9,-0.2%,-0.3%,-1.0%,-5.4%,-1.3%,6.7,6.0
CCc1ccc(OCc2nnc(SCC(=O)NCC3CCCO3)n2C)cc1 (stereo unspecified),-9.8%,-1.1%,-17.9,-13.5,-6.5%,4.5%,4.2%,-4.2%,0.1%,-15.7,-1.0
Cc1ccc(C)c(OCC(=O)Nc2cc(C)on2)c1,8.1%,9.0%,-9.9,8.6,-0.4%,1.4%,-0.8%,-1.5%,-2.7%,12.4,2.2
CCOC(=O)[C@H]1[C@H]2COc3cc(OC)ccc3[C@@H]2N2C(=O)CN(C)C(=O)[C@@]12C,-0.1%,-7.0%,-11.6,-0.9,/,5.4%,0.0%,-15.5%,/,4.0,/

Screening results (PubChem BioAssay)
